HTRA1 inhibitor – blocks human HTRA1 serine peptidase | actives 0.5% (n = 340,000) | Q92743 | inhibition, % at 5.96 µM | recombinant HTRA1, FP-rhodamine activity-based probe, fluorescence polarization | AID 504803; in the data active means inhibition above about 36%;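 further: 0% = enzyme with DMSO and 100% = wells lacking enzyme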
TCR CD3 inh – human TCR-CD3 binding inhibition; TAMRA-labeled TCR probe fluorescence, biochemical; inhibition, % at 9.4 µM; actives 0.37% (n = 360,000); AID 651800; in the data active means inhibition above about 19%;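 further: recombinant mutant TCR 2C K166C tagged with TAMRA read by polarization; 0% = receptor in buffer alone and 100% = receptor with positive control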
rCAG RNA binder – molecules binding r(CAG) RNA repeats. r(CAG) RNA repeat, TO-PRO-1 dye displacement fluorescence. actives 1.3% (n = 370,000). AID 651821. inhibition, % at 3 µM;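 active means inhibition above the plate cutoff, the mean of all test compounds on that plate plus 3 SD, cut at about 35% in these data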;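 further: 0% = DMSO alone and 100% = 100 µM mitoxantrone as full dye displacement; higher means more dye released from RNA so lower well fluorescence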
Rev-erbA mod – Rev-erb alpha (human) modulation | P20393 | Rev-erbα–FITC-DNA binding, fluorescence polarization, 90 min | activity, % at 10 µM | actives 0.79% (n = 370,000) | AID 1259318;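 active means activity above about 14%, limit read from the data; passing the limit was not always enough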;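 further: 0% = DMSO wells with 35 nM protein and 100% = DMSO wells with 750 nM protein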
Target sequence (P20393 whole entry, looked up): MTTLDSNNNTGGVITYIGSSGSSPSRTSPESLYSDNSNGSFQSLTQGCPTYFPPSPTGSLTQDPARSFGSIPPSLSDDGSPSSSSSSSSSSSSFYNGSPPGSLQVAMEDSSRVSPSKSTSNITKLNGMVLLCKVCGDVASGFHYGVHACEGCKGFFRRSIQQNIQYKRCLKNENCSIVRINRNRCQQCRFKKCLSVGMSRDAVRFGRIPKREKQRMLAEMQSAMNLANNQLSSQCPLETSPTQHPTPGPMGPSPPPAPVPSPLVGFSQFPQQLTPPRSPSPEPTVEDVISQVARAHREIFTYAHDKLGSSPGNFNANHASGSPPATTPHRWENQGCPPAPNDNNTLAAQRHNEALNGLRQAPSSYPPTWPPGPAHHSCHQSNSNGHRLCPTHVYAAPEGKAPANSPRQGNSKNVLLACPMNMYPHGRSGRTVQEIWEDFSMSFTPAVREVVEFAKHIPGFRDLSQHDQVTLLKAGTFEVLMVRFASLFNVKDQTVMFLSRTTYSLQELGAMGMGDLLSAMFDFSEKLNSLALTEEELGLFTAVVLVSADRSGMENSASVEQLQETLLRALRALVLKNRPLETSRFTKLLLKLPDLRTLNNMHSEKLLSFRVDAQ
TDP2 absorb – blocks human TDP2 phosphodiesterase activity; recombinant TDP2, T5PNP hydrolysis, p-nitrophenol absorbance 415 nm; O95551; actives 0.34% (n = 370,000); inhibition, % at 12.8 µM;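 active means inhibition above the mean of all tested compounds plus 3 SD, set per campaign, cut at about 25% in these data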;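 further: 0% = DMSO with enzyme and 100% = buffer with substrate but no TDP2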
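Evaluation: % inhibition relative to enzyme-containing and enzyme-free wells. Material: recombinant human TDP2. Benchmarks: enzyme-free and DMSO wells. Timing: enzyme reaction with compound for 2 h at 37 °C. Compound dosing: 12.8 µM only. Measured by: p-Nitrophenol epi absorbance. Reagent: T5PNP substrate at 5 mM, a TopII-DNA adduct mimic. Replication: single well per compound.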
PG9 binder – PG9 antibody binding by small molecule; TR-FRET gp120-PG9 antibody binding; inhibition, % at 6.7 µM; actives 0.43% (n = 360,000); AID 624416; in the data active means inhibition above about 8.5%
mABHD4 FP – inhibitors of mouse ABHD4 | Q8VD66 | purified mABHD4, FP-Rh probe fluorescence polarization | inhibition, % at 8.92 µM | actives 0.54% (n = 370,000) | AID 720543;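 active means inhibition exceeding the mean over every tested compound plus 3 SD, cut at about 30% in these data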;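 further: 0% = plate median of compound wells and 100% = S159A mutant with DMSO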
Target sequence (Q8VD66 whole entry, looked up): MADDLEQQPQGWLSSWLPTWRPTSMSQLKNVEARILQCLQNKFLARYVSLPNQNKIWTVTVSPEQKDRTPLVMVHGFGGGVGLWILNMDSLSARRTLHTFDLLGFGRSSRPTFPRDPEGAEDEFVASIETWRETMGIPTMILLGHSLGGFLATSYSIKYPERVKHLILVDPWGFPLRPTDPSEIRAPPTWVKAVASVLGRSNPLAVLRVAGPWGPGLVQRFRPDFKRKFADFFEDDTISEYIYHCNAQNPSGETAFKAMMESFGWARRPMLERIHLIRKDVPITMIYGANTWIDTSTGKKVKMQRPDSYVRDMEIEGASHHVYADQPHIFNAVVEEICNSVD
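Material: mouse ABHD4 enzyme, wild type; Benchmarks: S159A mutant high control, sample median low control; Buffer or medium: HEPES pH 7.0, NaCl, Pluronic buffer; Signal: fluorescence polarization; Read-out: percent inhibition of probe binding, normalized to plate controls; Timing: pre-incubation 45 min, probe exposure 60 min, at 25 °C; Dosing: 8.92 µM, single dose.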
LEDGF integ inh – blocks HIV-1 LEDGF/p75-dependent DNA integration. actives 0.64% (n = 370,000). TR-FRET IN-LEDGF/p75 DNA integration, Eu/Cy5. inhibition, % at 3.7 µM;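 active means inhibition above the screen-wide mean plus 3 SD, cut at about 13% in these data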;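 further: signal is the Cy5 over europium emission ratio at 671 and 618 nm; 0% = plate median of compound wells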
PRMT1 inh – blocks human protein arginine methyltransferase 1; AID 652257; recombinant PRMT1, activity-based probe fluorescence polarization; actives 1.3% (n = 370,000); inhibition, % at 2.79 µM; Q99873;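 active means inhibition above about 21% made by adding two undisclosed values, limit read from the data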
SIAE primary – blocks human sialic acid acetylesterase; Q9HAT2; SIAE FP-Rh probe binding, fluorescence polarization; inhibition, % at 9.66 µM; actives 0.69% (n = 370,000);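 active means inhibition above a cutoff: mean of compounds within the control limits plus 3 SD of those, cut at about 17% in these data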;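 further: 0% = plate median of compound wells and 100% = probe without SIAE protein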
* = called active by the depositor; nt = not tested or not shown; & = joins results of further samples. Some of the compounds tested; rates above refer to the full screens.

Order of values – HTRA1 inhibitor	TCR CD3 inh	rCAG RNA binder	Rev-erbA mod	TDP2 absorb	PG9 binder	mABHD4 FP	LEDGF integ inh	PRMT1 inh	SIAE primary
- CC(NC(=O)COC(=O)CCc1nc(=O)c2ccccc2n1C)c1ccccc1 (stereo not given)
  2	2	2	2	4	-2.2	2	-3	-1	-4
- Cc1nnc2sc(-c3ccncc3)nn12
  1	11	-3	3	1	-1.6	2	2	-1	6
- CCCN(C(=O)CSc1nnnn1C)c1c(N)n(Cc2ccccc2)c(=O)[nH]c1=O
  -2	-5	0	-4	-1	5.6	-1	1	4	-5
- CCOC(=O)CC1CCCCN1C(=O)c1ccc2nc(CCOC)oc2c1 (stereo not given)
  16	4	-9	4	-2	1.0	-2	-1	-2	0
- O=C(COC(=O)c1cc(S(=O)(=O)N2CCCC2)ccc1O)Nc1ccccc1Br
  1	0	7	-3	4	-1.2	8	0	-2	6
- C[C@]12c3[nH]c4ccccc4c3CCN1C(=O)C(CC(=O)NCCCn1ccnc1)C[C@@H]2C(=O)N1CCCCC1 (stereo not given in full)
  7	5	2	-5	-8	0.8	1	-4	1	-2
- Cc1oc(-c2ccc(Cl)cc2)nc1CN1CCCC(C(=O)NCCCN2CCOCC2)C1 (stereo not given)
  3	0	-1	-1	-1	-1.6	-4	1	0	2
- COc1ccc(NC(=O)COC(=O)C2C3CC4OC(=O)C2C4C3)cc1 (stereo not given)
  5	10	4	2	-7	-0.9	-3	-2	-4	2
- CC(C)(C)c1ccc(C(=O)NC(=O)CSc2n[nH]c(N)n2)cc1
  -5	0	3	5	3	-1.3	11	3	-1	5
- O=C(CN(c1ccc(F)cc1)S(=O)(=O)c1ccc2c(c1)OCCO2)Nc1ccccc1
  -30	-4	4	0	-1	1.7	-5	-1	-1	-4
- COc1ccccc1N1CCN(CCCCOc2c(OC)cccc2OC)CC1
  8	-3	-5	-4	27*	-2.4	9	-3	0	-5
- CCOc1ccc2nc(S(=O)(=O)NC(=O)C3(C)CCN3C(=O)c3cccc(F)c3)sc2c1 (stereo not given)
  nt	-2	29	4	7	1.8	2	-2	0	-1
- CCn1nnnc1SCC(=O)Nc1sc(C)c(C)c1C#N
  -5	-3	4	-5	8	-0.1	1	-1	2	13
- Cc1cccc(Nc2nc(OCC#N)nc(N(C)C)n2)c1
  0	7	2	-7	9	-0.6	0	-4	-2	0
- CN(CCc1ccccc1)C(=O)c1cccc(NC(=O)Cc2cccc(NC(=O)C3CCN(C(=O)c4ccccc4)CC3)c2)c1
  -4	4	6	2	-1	0.1	1	-2	5	-11
- COc1cccc2sc(N3CCN(c4nc5ccccc5s4)CC3)nc12
  5	1	1	-13	-1	-1.9	0	2	-1	-5
- O=C1CCCN1CCCNc1nc(NCc2ccccc2)nc2ccsc12
  nt	1	1	-6	-8	0.0	3	0	0	5
- Cc1ccc(C2(C)NC(=O)N(CC(=O)Nc3ccccc3N3CCCCC3)C2=O)cc1 (stereo not given)
  -24	12	-6	6	9	-0.1	1	5	-3	-3
- COc1ccccc1C1=NOC(Cn2c(=O)c3c(ncn3C)n(C)c2=O)C1 (stereo not given)
  5	5	4	0	-1	0.7	-1	1	-3	-5
- Cc1cccc(-c2sc(Nc3ccccc3)n[n+]2-c2ccc(F)cc2)c1
  -16	4	-1	4	9	-2.4	5	-1	-1	7
- N#Cc1c(-c2ccccc2)nc(-c2ccccc2)nc1N1CCOCC1
  4	6	1	8	2	-1.2	9	-2	-6	-2
- COc1ccc(/C=C(\NC(=O)c2ccccc2)C(=O)N2CCN(C)CC2)cc1OC
  0	2	-5	1	-8	-0.5	-12	-8	2	1
- N#C/C(=C\C=C\c1ccccc1)C(=O)NCc1cccnc1
  0	1	-2	-2	4	-3.5	4	-1	3	1
- O=C(O)c1ccccc1O
  3	3	2	-7&-10	4	-0.9	6	2	3	-4
- Cc1cc(C)cc(C(=O)OCCN(C)C2CN(Cc3cn(Cc4ccccc4C(F)(F)F)nn3)S(=O)(=O)C2)c1 (stereo not given)
  nt	nt	2	4	4	nt	-8	-3	-1	-3
- CCN(CC)CCn1c(C)nc2ccccc21
  1	3	-2	-1	-16	-1.4	0	-2	-6	7
- O=C(c1cccc(Cl)c1)N1CCN(Cc2ccc3c(c2)OCO3)CC1
  2	-4	-10	4	-6	-0.6	-5	-6	4	-6
- CC(=O)Nc1ccc(OCC(O)Cn2cncn2)cc1 (stereo not given)
  6	-1	0	-6	1	0.9	-1	3	1	-3
- Cc1ccc2[nH]c(-c3ccccc3)c(CN(C)C)c(=O)c2c1
  1	5	2	0	-13	-0.3	-7	-3	-1	-3
- O=Cc1c(C(=O)O)n(CC(=O)O)c2ccccc12
  -3	-3	1	3	-16	-1.1	4	-4	3	1

Some values from the results shown:
O=C(O)c1ccccc1O @ mABHD4 FP: 6
O=Cc1c(C(=O)O)n(CC(=O)O)c2ccccc12 @ PG9 binder: -1.1

(cont.)
Order of values – HTRA1 inhibitor	TCR CD3 inh	rCAG RNA binder	Rev-erbA mod	TDP2 absorb	PG9 binder	mABHD4 FP	LEDGF integ inh	PRMT1 inh	SIAE primary
- CCCc1cc(=O)[nH]c(/N=C(/NC(=O)C(C)N2C(=O)c3ccccc3C2=O)Nc2ccccc2)n1 (stereo not given)
  6	0	2	0	5	0.1	5	2	-1	-1
- CN(C)C(=O)CSc1nc2ccccc2n1CC(=O)N1CCN(c2ccccc2)CC1
  5	-1	-4	-4	-9	0.7	0	1	2	3
- Cc1ccc(NCc2ccncc2)c(Br)c1
  1	0	-3	-3	11	-0.8	10	3	0	7
- Cc1ccc(/C=N/NC(=O)CN2CCN(Cc3ccccc3)CC2)o1
  7	3	-5	0	7	-1.3	2	2	4	2
- CCC(C)(C)n1nnnc1CN1CCc2ccccc21
  1	-8	3	3	-1	-0.7	3	2	2	-1
- COC(=O)c1ccc2c(=O)n(CCN3CCOCC3)c(SCC(=O)c3ccccc3)nc2c1
  1	-4	-2	6	-1	0.3	2	2	1	0
- O=C(CN1C(=O)NC2(CCCC2)C1=O)Nc1nc2ccc(F)cc2s1
  -4	-7	7	0	-7	0.7	-9	-6	3	-1
- N#Cc1c2ncn(CC(=O)c3ccc(Br)cc3)c(=O)c2c2n1CCC2
  5	-2	0	17*	-6	7.7	-4	0	2	-2
- CC(C)Cn1cnc2c(SCc3ccccn3)nc(N)nc21
  -2	0	0	0	2	0.6	6	-5	3	-3
- CCc1cccc(OCCOCCN2CCCC2)c1
  3	3	-2	-4	3	0.2	8	1	-1	-1
- Cc1c(-c2ccc(Cl)cc2)[n+](=O)c(-c2ccccc2)cn1[O-]
  nt	10	0	-6	-10	-0.6	-1	0	0	0
- Cc1ccc(S(=O)(=O)/N=C(/NNC(=O)c2cccc(Cl)c2)c2ccccc2)cc1
  -2	-9	5	1	-5	-0.8	-1	4	-4	9
- Cc1ccc(-c2n[nH]c(=S)n2C)cc1
  0	-13	1	-5	7	0.3	2	4	1	13
- CN(c1ccccc1)c1nc(N)c([N+](=O)[O-])c(N2CCCC2)n1
  -2	0	-3	-2	0	-0.1	1	0	3	-2
- CCN(CC)CCNC(=O)c1cc(Sc2nnc(C)s2)nc2ccccc12
  -1	5	0	1	-10	-2.0	3	0	-4	3
- COc1ccc(NC(=O)CN(C)C(=O)CCc2c[nH]c3ccccc23)cc1
  -6	1	2	-3	-8	-0.5	3	-2	-1	6
- COc1cc(OC)c(C(=O)OCC(=O)c2cc(C)n(CC3CCCO3)c2C)cc1OC (stereo not given)
  -5	-5	-9	-2	-4	1.4	-3	-2	2	-8
- CC(=O)Nc1ccc(NC(=O)C(C)OC(=O)CC23CC4CC(CC(Br)(C4)C2)C3)cc1 (stereo not given)
  0	5	1	2	10	-0.2	1	2	1	0
- NC(=O)c1sc2nc3c(cc2c1N)CCC3
  7	-3	-4	-1	-1	-3.0	5	-2	0	0
- COC(=O)C1CN(Cc2cn(Cc3ccc(Cl)cc3)nn2)CCS(=O)(=O)N1Cc1ccc(Cl)cc1 (stereo not given)
  nt	nt	5	-7	-5	nt	4	-1	-2	0
- Cc1ccc(NC(=O)CC2SC(=Nc3ccc(O)cc3)NC2=O)cc1 (stereo not given)
  -1	7	1	3	-2	-1.4	-2	5	-1	-2
- CN1CCN(CC#CCn2c3ccccc3c3ccccc32)CC1
  -2	-4	-5	0	3	0.7	14	0	0	-1
- COC(=O)C(NC(=O)CCc1nnc2ccc(N3CCC(C)CC3)nn12)C(C)C (stereo not given)
  2	-2	-9	0	14	-2.4	-1	-2	-2	-2
- COc1ccc(OCC(=O)Nc2ccccc2N2CCN(C)CC2)cc1
  5	6	-8	1	-6	0.9	6	1	1	1
- COc1ccccc1N/C(N)=N/c1nc(C)cc(C)n1
  8	10	12	1	-7	1.1	2	3	-6	1
- COc1ccc(N(CC(=O)N/N=C/c2ccc3c(c2)OCO3)S(=O)(=O)c2ccc(NC(C)=O)cc2)cc1
  -25	-6	7	4	-4	-1.8	-13	-3	2	-14
- COc1ccc(/C(C)=N\NC(=O)c2ccc3c(c2)OCO3)cc1OC
  nt	-2	-1	2	-6	0.9	4	-3	1	3
- Cc1ccccc1OCC(=O)Nc1ccccc1N1CCOCC1
  -1	-4	-8	4	0	1.5	-9	-1	-4	0
- COc1ccccc1-n1c2c(cc(C(=O)N3CCC(C)CC3)c1=O)C(=O)CC(C)(C)C2
  0	-1	-6	4	-3	-0.8	4	3	0	0
- COc1ccccc1CNC(=O)C1CC(=O)N(c2ccc(C)c(C)c2)C1 (stereo not given)
  2	0	-3	1	6	-1.4	-7	0	2	-4

Continued; the last 2 above are carried over.
Order of values – HTRA1 inhibitor	TCR CD3 inh	rCAG RNA binder	Rev-erbA mod	TDP2 absorb	PG9 binder	mABHD4 FP	LEDGF integ inh	PRMT1 inh	SIAE primary
- COc1ccccc1-n1c2c(cc(C(=O)N3CCC(C)CC3)c1=O)C(=O)CC(C)(C)C2
  0	-1	-6	4	-3	-0.8	4	3	0	0
- COc1ccccc1CNC(=O)C1CC(=O)N(c2ccc(C)c(C)c2)C1 (stereo not given)
  2	0	-3	1	6	-1.4	-7	0	2	-4
- Cc1ccc(Cn2c(=O)n(CCC(=O)NCc3ccc4c(c3)OCO4)c(=O)c3ccccc32)cc1
  -1	8	-4	3	5	3.2	5	-1	-5	-6
- Cn1c(=O)cc(OCCCC(=O)NCc2ccccn2)c2ccccc21
  0	3	-2	5	11	0.4	0	1	1	-7
- CCOC(=O)c1cc(C(C)=O)c(=O)[nH]c1C
  -2	5	1	1	-6	-1.0	0	-2	4	-3
- Cc1ccc(C(c2c(NC(=O)c3ccco3)sc(C)c2C)N2CCOCC2)cc1 (stereo not given)
  -3	1	3	-3	6	-1.3	4	3	0	3
- O=C(CCN1C(=O)/C(=C/c2cccs2)SC1=S)Nc1ccc(O)cc1
  -2	0	13	-2	13	-4.4	-33	-1	4	-18
- COc1ccc(N2CCN(C(=O)[C@H](C)N3C(=O)C4CC=CCC4C3=O)CC2)cc1 (stereo not given in full)
  -1	-2	4	-5	-1	0.6	3	-1	0	6
- N#Cc1c2c(c(Nc3ccc(O)cc3)n3c1nc1ccccc13)CCC2
  7	-5	14	-4	3	-2.9	27	3	7	14
